Assay outcomes deposited in PubChem by several laboratories.
D1 mod: allosterically modulates the human D1 dopamine receptor. AID 641. B-score at 10 µM. 5.9% of 58,000 active. HEK293 D1, CRE-luciferase, dopamine EC30 potentiation; actives deviate in either direction;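 active means luminescence count or its row- and column-corrected plate score outside the 99.7% band of the plate's sample wells, on either side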
M1 antagonist: M1 muscarinic receptor (rat) antagonism. CHO-M1 cells, Fluo-4 calcium, ACh EC80 antagonist mode; active compounds read low. B-score at 10 µM. 3.4% of 64,000 active. AID 628;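 active means calcium fluorescence response, raw or row-and-column corrected B-score, differing from the plate sample mean either way at a set confidence level, mostly lower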
E coli RNAP: blocks E. coli RNA polymerase transcription. P0A8V2. inhibition, %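 (tested at 10 µM)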. 0.2% of 62,000 active. fluorescence transcription assay; in the data active means inhibition above about 20%;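 further: 0% = enzyme without compound and 100% = no enzyme blank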
Autofluor 339: intrinsic fluorescence of library compounds, ex339/em460 – biochemical, MLSMR library, data from DPM-DC assay, artefact control, profiling panel; compound autofluorescence, ex339/em460 nm, NADH buffer; active compounds read high; 1 = no-compound wells, NADH background; fluorescence fold increase at 10 µM; 5.5% of 65,000 active;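 active means at 10 µM, mean starting fluorescence two-fold or more over control wells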;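 further: signal is the first read of a kinetic run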
5HT1a ag: activates the human 5-HT1a serotonin receptor. P08908. CHO 5-HT1a Ga15 NFAT-bla reporter, FRET ratio; 0% basal, 100% maximal reference agonist. activation, % at 10 µM. 0.56% of 65,000 active. AID 567;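 active means activation above the screen-wide mean activation plus 3 SD, cut at about 19% in these data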;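 further: 0% = DMSO wells and 100% = 5-CT at EC100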
Hsp90 block: displaces geldanamycin probe from tumor Hsp90; NCI-N417 lysate Hsp90, Cy3B-geldanamycin FP displacement; inhibition, % at 30 µM; 0.35% of 64,000 active;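 active means inhibition above 50%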;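 further: 0% = tracer plus lysate wells and 100% = tracer alone without lysate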
M1 agonist: agonists of M1 muscarinic receptor; CHO-M1 cells, Fluo-4 calcium fluorescence, agonist mode; active compounds read high; B-score at 10 µM; 3% of 64,000 active; AID 626;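 active means fluorescence rise, raw or as B-score row- and column-corrected plate score, outside the 99.7% band of its plate's samples, either direction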
Her2 expr inh: inhibitors of human Her2 kinase expression; P04626; SKBR-3 HER2 protein level, AlphaScreen, 18-24 h; active compounds read low; HER2 level % of control, % at 10 µM; 0.69% of 65,000 active; AID 645;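 active means HER2 level under 5% of the carrier-only control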;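 further: 100% = DMSO carrier and 0% = 500 nM PU-H71 HSP90 inhibitor; lower value means stronger loss of Her2 protein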
Target sequence (P04626 whole entry, looked up): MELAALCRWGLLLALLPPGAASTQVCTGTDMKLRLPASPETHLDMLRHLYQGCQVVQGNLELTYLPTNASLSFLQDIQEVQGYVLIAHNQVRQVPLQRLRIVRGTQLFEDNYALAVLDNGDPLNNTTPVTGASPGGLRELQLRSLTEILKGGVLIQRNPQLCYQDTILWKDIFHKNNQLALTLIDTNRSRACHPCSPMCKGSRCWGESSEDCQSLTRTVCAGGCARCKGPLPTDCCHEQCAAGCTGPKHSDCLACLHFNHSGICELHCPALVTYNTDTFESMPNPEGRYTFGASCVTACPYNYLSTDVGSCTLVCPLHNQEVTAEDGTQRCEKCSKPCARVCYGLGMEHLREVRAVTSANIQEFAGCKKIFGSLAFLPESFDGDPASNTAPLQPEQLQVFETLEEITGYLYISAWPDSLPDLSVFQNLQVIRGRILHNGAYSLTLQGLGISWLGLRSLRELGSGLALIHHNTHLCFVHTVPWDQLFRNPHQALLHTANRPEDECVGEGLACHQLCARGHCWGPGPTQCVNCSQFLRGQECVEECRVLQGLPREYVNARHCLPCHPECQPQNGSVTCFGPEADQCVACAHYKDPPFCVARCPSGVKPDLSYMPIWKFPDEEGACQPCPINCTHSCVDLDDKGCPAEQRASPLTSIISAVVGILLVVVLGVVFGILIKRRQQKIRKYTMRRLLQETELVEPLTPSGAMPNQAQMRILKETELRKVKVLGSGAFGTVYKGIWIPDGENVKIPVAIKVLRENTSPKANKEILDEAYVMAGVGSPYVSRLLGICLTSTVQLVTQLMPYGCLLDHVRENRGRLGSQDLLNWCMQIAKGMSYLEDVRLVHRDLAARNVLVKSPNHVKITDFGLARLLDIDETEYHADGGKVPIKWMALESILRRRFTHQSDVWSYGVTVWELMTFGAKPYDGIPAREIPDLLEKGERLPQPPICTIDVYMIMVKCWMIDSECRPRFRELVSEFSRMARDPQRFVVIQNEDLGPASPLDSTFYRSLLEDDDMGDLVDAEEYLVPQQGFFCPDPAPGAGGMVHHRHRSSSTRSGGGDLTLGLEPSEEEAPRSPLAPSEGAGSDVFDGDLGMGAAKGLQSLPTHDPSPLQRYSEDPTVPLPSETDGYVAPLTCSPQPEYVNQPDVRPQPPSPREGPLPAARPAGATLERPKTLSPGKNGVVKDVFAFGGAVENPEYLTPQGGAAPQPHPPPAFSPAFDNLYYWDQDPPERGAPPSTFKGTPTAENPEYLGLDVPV
NADH enzymes: blocks coupling enzymes of NAD/NADH assays; coupled PK/LDH NADH assays, four targets; IC50, µM (top dose mostly 10 µM), for the others: at the highest dose inhibition; 0.02% of 65,000 active; AID 774;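 active means single-dose screening hits from any of four coupled enzyme assays that gave an IC50 when retested across doses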;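 further: the DPM-DC format reads NADH fluorescence rather than 340 nm absorbance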
The depositor's hits bear a star; . = no result given; [ ] = another dose, or the depositor's remark.

no. | SMILES | 5HT1a ag | E coli RNAP | D1 mod | M1 antagonist | Her2 expr inh | M1 agonist | Hsp90 block | Autofluor 339 | NADH enzymes
1 | Cc1ccc(-c2nc(-c3ccccc3)no2)c(Cl)c1 | -0.1 | 3 | -8.7* | 0.017 | 91 | 0.042 | 0 | 0.94 | 5%
2 | Cc1ccc2c(CC(=O)OCc3csc(C)n3)coc2c1 | -0.4 | 10 | 0.019 | 0.29 | 77 | -0.31 | -3 | 1 | 2%
3 | COC(=O)c1ccc(-c2sc3nc(N4CCOCC4)c4c(c3c2N)CCCC4)o1 | 25* | -3 | -0.11 | -0.17 | 90 | 5.5* | -9 | 2.5* | 1%[fluoresces]
4 | Cc1nnc(SCc2nnc(-c3ccc(Cl)cc3)o2)n1-c1ccccc1 | 0.2 | 7 | 0.12 | -0.72 | 101 | -0.76 | -5 | 1.1 | 5%
5 | COC(=O)C1=C(C)OC(N)=C(C#N)C1c1cc(OC)ccc1OC (centres undefined) | -3.0 | 10 | 0.03 | 1.2 | 116 | 0.43 | -4 | 1.2 | 5%
6 | CC(=O)Nc1ccc(S(=O)(=O)NC(CC(=O)NC2CCCCC2C)C(C)C)cc1 (centres undefined) | 0.6 | 3 | -0.97 | -0.11 | 99 | 1.7 | 2 | 1.1 | 6%
7 | Cc1cc(C)n(-c2nc3ccccc3nc2N2CCN(C(=O)c3ccccc3)CC2)n1 | 1.3 | 10 | -0.26 | -0.27 | . | 1.1 | -2 | 1.2 | 4%
8 | Cc1cc(Nc2nc3c(c(=O)n(C)c(=O)n3C)n2C)n(-c2ccccc2)n1 | -0.2 | -1 | -0.26 | 0.78 | 89 | -0.47 | -2 | 1.1 | 8%
9 | FC(F)(F)C12CC(c3ccccc3)=NCCN1CCN2 (centres undefined) | 2.1 | 6 | -0.08 | -0.089 | 62 | 1.9 | . | 1 | 14%
10 | CCN(CC)c1ccc2cc(C(=O)Nc3ccc(-n4cnnn4)c(OC)c3)c(=O)oc2c1 | 6.6 | 6 | 1.5 | -1.2 | 71 | 20* | -3 | 1.6 | 8%
11 | COc1ccc(NC(=O)CSc2nc3c(c(=O)n2-c2ccc(C)cc2)SCC3)c(OC)c1 | 1.3 | 0 | 0.011 | -0.061 | 89 | -0.66 | . | 1.1 | 1%
12 | O=C(Nc1ccccc1C(=O)N1CCOCC1)C1CCC(=O)N1C1CCCC1 (centres undefined) | -1.7 | 6 | -1.2 | 1.8 | 66 | 0.31 | -2 | 1 | 3%
13 | CC(=O)N1c2ccccc2NC2=C(C(=O)CCC2)C1c1cccnc1 (centres undefined) | -0.7 | 9 | 1.8 | 0.81 | 96 | -0.055 | 1 | 1.2 | 11%
14 | COc1ccccc1N(CN1CCCC1=O)C(=O)c1ccccc1F | -3.6 | 3 | . | -0.011 | 74 | -0.042 | -2 | 1.2 | 5%
15 | CC(=O)Nc1ccc(Cl)cc1C(=O)O | 1.4 | 0 | 0.025 | -0.19 | 87 | -0.75 | 2 | 1.1 | 2%
16 | O=C1C2ON(c3ccc(Br)cc3)C(c3cccnc3)C2C(=O)N1C1CCCCC1 (centres undefined) | -1.9 | . | -0.53 | 0.55 | 91 | 0.26 | 0 | 1.1 | 7%
17 | CNC(=O)NC(=O)CSc1ccc(NC(C)=O)cc1 | -0.3 | 7 | 0.17 | 0.25 | 107 | 0.48 | -5 | 1.1 | 4%
18 | Cc1cc(Nc2cccc(C)c2C)n2nc(C)nc2n1 | 1.0 | 9 | . | -0.027 | 105 | 0.98 | -3 | 1.1 | 7%
19 | CCC1CCCCN1CCn1c(=S)[nH]c2cc(OC)c(OC)cc2c1=O (centres undefined) | -1.9 | -2 | -0.75 | -1.2 | 98 | -0.3 | -2 | 1 | 7%
20 | O=C(CCC(=O)NC1CC1)Nc1nnc(C2CCCCC2)s1 | -0.7 | . | 0.58 | 0.44 | 87 | 0.012 | 1 | 1.1 | 5%
21 | CCOC(=O)CCCc1sc(N)nc1-c1[nH]c(=O)[nH]c1C | -2.1 | -5 | -0.56 | -1.1 | 125 | 0.7 | 0 | 1.2 | 6%
22 | C=CCOc1c(Br)cc(CNn2nnnc2N)cc1OC | -0.8 | 0 | -0.087 | -0.0082 | 50 | -0.56 | 1 | 1.1 | 3%
23 | O=C1c2ccccc2N(Cc2ccc(Cl)cc2)C2=NCCN12 | 0.0 | 6 | 11* | 0.72 | 188 | -0.032 | -3 | 1.1 | 6%
24 | Cn1c(=O)n(CCN2CCOCC2)c(=O)c2c1nc1n2CCN1c1ccccc1 | -1.5 | -10 | -2.1 | -0.076 | 118 | 2.1 | -2 | 1.1 | 3%
25 | Nc1nc(Nc2ccccc2Br)nc(C(F)(F)F)n1 | -1.5 | 9 | 7.3* | -2.5 | 105 | -0.045 | 2 | 1 | 4%
26 | CCCCCC(=O)Nc1ccc(Cl)cn1 | -6.9 | 7 | -0.74 | 0.24 | 81 | 1.4 | 0 | 1.1 | 8%
27 | Cc1oc(-c2ccc(Cl)cc2)nc1CN1CCCC(C(=O)N2CCN(C(=O)c3ccco3)CC2)C1 (centres undefined) | 1.3 | 3 | -3.3* | -1.6 | 73 | 4* | -2 | 1.1 | 4%
28 | CC(C)CCSc1nc2c(c(=O)[nH]c(=O)n2C)n1CCc1ccccc1 | 1.8 | . | 2.6* | -0.0065 | 81 | -0.00027 | 1 | 1.1 | 11%
29 | Cc1ccc(NC(=O)CCSc2nnnn2-c2ccc3c(c2)OCO3)cc1C | 1.7 | 11 | -0.051 | -0.17 | 73 | -2.7* | -13 | 1.1 | 7%
30 | Cc1nc2nc(-c3ccccc3)nn2c(C)c1Cl | -1.5 | 5 | 0.14 | -0.0096 | 47 | 1.7 | 0 | 1.1 | 6%

Nos. 22 to 23 of the list above:
no. | SMILES | 5HT1a ag | E coli RNAP | D1 mod | M1 antagonist | Her2 expr inh | M1 agonist | Hsp90 block | Autofluor 339 | NADH enzymes
22 | C=CCOc1c(Br)cc(CNn2nnnc2N)cc1OC | -0.8 | 0 | -0.087 | -0.0082 | 50 | -0.56 | 1 | 1.1 | 3%
23 | O=C1c2ccccc2N(Cc2ccc(Cl)cc2)C2=NCCN12 | 0.0 | 6 | 11* | 0.72 | 188 | -0.032 | -3 | 1.1 | 6%

Further records
no. | SMILES | 5HT1a ag | E coli RNAP | D1 mod | M1 antagonist | Her2 expr inh | M1 agonist | Hsp90 block | Autofluor 339 | NADH enzymes
31 | COc1ccc(NC(=O)Cn2nnc(-c3ccc(CN4CCOCC4)cc3)n2)c(OC)c1 | -0.9 | . | -0.047 | -0.065 | 87 | 0.69 | -6 | 1 | 4%
32 | N#Cc1c(NC(=O)CSc2ncnc3sccc23)oc(-c2ccco2)c1-c1ccco1 | -1.5 | 3 | . | -0.95 | 93 | 2.3 | -21 | 1.4 | 6%
33 | N#CCCSc1ncnc2c1oc1ccccc12 | 1.8 | 11 | 5.4* | -1.2 | 134 | -0.24 | -1 | 1.1 | 7%
34 | CCCCn1c(SCC(=O)NC(C)(C)C)nnc1-c1ccco1 | -0.9 | 1 | 0.9 | -0.074 | 82 | -0.024 | 0 | 1.1 | 3%
35 | O=C(Cn1cnc2c(cnn2-c2ccccc2)c1=O)N1CCOCC1 | -2.5 | -4 | -0.79 | 0.48 | 97 | 0.085 | -3 | 0.94 | 6%
36 | COC(=O)c1sccc1NC(=O)C1C2C=CC(O2)C1C(=O)O (centres undefined) | 10 | 9 | -0.062 | 0.64 | 77 | -0.53 | -3 | 1.1 | 6%
37 | Clc1ccc(N2CCN(c3ncnc4c3oc3ccccc34)CC2)cc1 | -2.1 | 4 | -0.24 | 1.2 | 80 | -0.84 | -4 | 3.7* | 7%[fluoresces]
38 | O=C(NCCN1CCN(C(=O)c2cc3ccccc3oc2=O)CC1)c1cc2ccccc2oc1=O | -0.3 | 3 | 1.1 | 0.0022 | 99 | -0.84 | -2 | 1.3 | 7%
39 | c1ccc(-n2cccc2CNC2CCCCC2)cc1 | -0.1 | 6 | -0.54 | -0.83 | 113 | 0.32 | 1 | 1.1 | 15%
40 | O=C(/C=C/N1CCOCC1)c1coc2ccccc12 | -4.7 | 4 | -0.098 | -0.1 | 120 | -0.18 | -3 | 1.1 | 4%
41 | CCOC(=O)N1CCN(C(=O)c2c(-c3ccccc3)noc2C)CC1 | 1.9 | 1 | -1.3 | -0.84 | 84 | 0.04 | -2 | 1 | 3%
42 | Cc1nc(SCC(=O)c2ccccc2)n[nH]1 | -2.6 | -4 | -0.0071 | -0.19 | 109 | 1.3 | -1 | 1.1 | 7%
43 | CC(C)(C)c1csc(N(CCC#N)CCC#N)n1 | -1.9 | -2 | 0.21 | 0.45 | 83 | 0.15 | 0 | 1.1 | 6%
44 | O=C(COC(=O)c1ccccn1)c1ccc(Br)cc1 | -0.7 | -1 | 1.9 | 0.63 | 114 | 0.029 | 0 | 1.1 | 0%
45 | CCOC(=O)N1CCN(S(=O)(=O)N(C)C)CC1 | -0.6 | 4 | -0.027 | -0.065 | 67 | 0.67 | -1 | 0.87 | 6%
46 | O=C(CSc1nn(-c2ccc(F)cc2)c(=S)s1)NC(=O)NCc1ccco1 | -3.0 | -2 | -0.014 | 0.39 | 96 | 0.38 | -5 | 1.1 | 3%
47 | Cc1nc2c(C)cccn2c1/C(O)=C1\C(=O)C(=O)N(CCN2CCOCC2)C1c1ccncc1 (centres undefined) | 1.7 | 10 | 0.88 | -0.76 | 74 | -0.45 | -2 | 1 | 2%
48 | COc1ccc(C(=O)NCc2ccccc2OC)cc1 | -2.4 | 11 | 0.53 | 0.043 | 96 | 0.71 | 4 | 1 | 2%
49 | O=C(NCc1cccc(F)c1)c1noc2c1CCCC2 | -2.3 | -2 | 0.19 | 0.24 | 78 | 0.055 | -2 | 1.1 | 2%
50 | CCOC(=O)c1c(N)ssc1=S | -0.4 | 9 | 0.67 | -0.011 | 139 | -0.97 | -3 | 1 | 6%
51 | Cc1cccn2cc(CNC(=O)c3ccco3)nc12 | -4.2 | 8 | 0.42 | 0.59 | 76 | -0.02 | 1 | 1.1 | 7%
52 | c1csc(CNc2nc3ccccc3n2CCN2CCOCC2)c1 | 3.4 | -2 | 0.46 | 0.17 | 113 | 0.76 | 3 | 1.1 | 0%
53 | O=C(O)COc1ccc(Oc2ccccc2)cc1 | 1.0 | -7 | -0.22 | 0.43 | 63 | -0.75 | -3 | 1 | 5%
54 | CC(=O)N1SC(N)=NC1c1ccccc1 (centres undefined) | -1.8 | 11 | -0.033 | -0.42 | 94 | 0.63 | -1 | 1.1 | 7%
55 | COc1cc(OC)nc(NC(=O)C(C)C)n1 | -0.8 | 6 | -0.037 | -0.71 | 118 | -0.03 | 0 | 1.1 | 4%
56 | Cc1cccc(-n2c(N)c(C(=O)NCCN3CCOCC3)c3nc4ccccc4nc32)c1 | 11 | -14 | 0.22 | -2.6 | 86 | 3.3 | -7 | 5.1* | 5%[fluoresces]
57 | O/N=C(\COc1ccccc1O)c1ccccc1 | -4.1 | 1 | 0.0033 | -0.052 | 131 | -0.016 | -2 | 1.1 | 3%
58 | Clc1ccc2nc(N3CCCCC3)[nH]c2c1 | -4.1 | 5 | -5* | -0.47 | 94 | 1.2 | 0 | 1 | 3%
59 | COc1ccc2cc(S(=O)(=O)N3CCOCC3)ccc2c1 | 0.9 | 6 | 0.71 | 0.54 | 108 | 0.035 | -3 | 1.2 | 6%
60 | COc1cccc(OC(=O)CSc2nnc(-c3ccccc3Br)o2)c1 | 0.8 | 1 | -0.32 | 0.83 | 112 | 0.0055 | 1 | 1 | 5%
61 | CCOc1cc(C2NC(=O)NC(O)(C(F)(F)F)C2C(=O)c2ccccc2)ccc1OC (centres undefined) | 1.4 | 6 | . | 0.64 | 106 | 1.4 | -2 | 0.97 | 2%
62 | CCCCc1nnc(NC(=O)C2CCCO2)s1 (centres undefined) | 1.0 | 14 | 0.0051 | -1.9 | 97 | -0.4 | -4 | 1.1 | 6%
63 | Cc1ccc(S(=O)(=O)NC(CC(=O)N2CCc3ccccc32)c2ccco2)cc1 (centres undefined) | 0.4 | 3 | -2.2 | -4.4* | 74 | 0.35 | -7 | 1.1 | 3%
